NALP1 inh – inhibitors of NALP1 inflammasome in yeast; S. cerevisiae NALP1/ASC/caspase-1 growth, X-gal OD620, 72 h; inhibition, % at 10 µM; 280,000 compounds, 0.61% hits; AID 2071; in the data active = inhibition mostly above about 24%, no sharp cut-off; inactive = mostly below about 32%; note: some compounds called inactive have numbers as strong as hits
V1aR counter – counter-screen for oxytocin receptor agonists: human V1a receptor agonists; activation, % at 3 µM; 320,000 compounds, 0.25% hits; P37288; CHO-V1R cells, Fluo-8 calcium fluorescence, agonist mode; 0% DMSO, 100% 3 nM vasopressin;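 active = activation above the mean activation of all tested compounds plus 3 SD, per screening run, cut at about 20% in these data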;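 note: signal is peak over basal fluorescence ratio across a 100 second FLIPR read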
MEKK2wt PB1 HTS – raises or lowers MEK5 binding to wildtype human MEKK2 PB1 domain | Q9Y2U5 | bead flow cytometry, Alexa488-MEK5 binding to MEKK2 WT; actives lie on both sides | binding response (% of control), % at 10 µM | 290,000 compounds, 1.1% hits | AID 1531; in the data active = binding response below about 67% or above about 130%
MEKK2 mut-MEK5 – signal of MEK5 binding to mutant human MEKK2 PB1 domain; bead flow cytometry, Alexa488-MEK5 binding to MEKK2 mutant; 290,000 compounds, 0.35% hits; AID 1530; percent response, % at 10 µM; in the data active = percent response above about 24%, passing the limit was not always enough; note: inactives centre near 1; some results filed as inactive read as strong as hits
PfM18AAP inh – PfM18AAP enzyme inhibition | 290,000 compounds, 1.2% hits | AID 1822 | recombinant PfM18AAP, H-Glu-NHMec fluorogenic cleavage | inhibition, % at 7.35 µM;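 active = inhibition above the campaign mean inhibition over all tested compounds plus 3 SD, cut at about 28% in these data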;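 note: 0% = plate median of test compound wells and 100% = 2 mM ZnCl2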
OXTR potentiate – potentiators of human oxytocin receptor. P30559. CHO-OTR cells, Fluo-8 calcium fluorescence, potentiator mode; 0% = oxytocin EC15, 100% = EC100. activation, % at 3 µM. 320,000 compounds, 0.061% hits. AID 2445;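 active = activation above that plate's cutoff, the mean activation of tested compounds plus 3 SD, cut at about 6.6% in these data, passing the limit was not always enough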;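 note: 100% uses oxytocin at 75 nM as the full agonist control; some results filed as inactive read as strong as hits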
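System: human OTR in CHO cells; Also added: sub-maximal oxytocin, roughly EC15; Timing: compound 6 min at room temperature before oxytocin, 100 s read; Technique: Fluo-8 intracellular calcium fluorescence, ex 470-495, em 515-575 nm; Controls: oxytocin EC15 low and EC100 high; Replication: singlicate.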
GalR3 antagonist – human GalR3 antagonism; inhibition, % at 3 µM; AID 651719; HEK293 GalR3-CNG cAMP membrane potential fluorescence; galR3 body fused to GalR1 C-terminus; O60755; 360,000 compounds, 0.44% hits;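 active = inhibition above the screen-wide average plus 3 SD, cut at about 13% in these data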;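 note: forskolin and galanin both at EC90 stimulate the cells; cAMP rise reported by CNG channel membrane potential dye signal; 0% = forskolin plus galanin with DMSO and 100% = forskolin alone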
GPR7 antag – human neuropeptides B/W receptor 1 antagonism; P48145; GPR7-expressing cells, fluorescence antagonist assay; inhibition, % at 4.4 µM; 290,000 compounds, 1.1% hits; AID 1861; in the data active = inhibition above about 16%, passing the limit was not always enough;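 note: cells stimulated with the agonist NPW; 0% = agonist with vehicle and 100% = vehicle without agonist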
OXTR ag – activates the human oxytocin receptor. P30559. CHO-OTR cells, Fluo-8 calcium fluorescence; normalized: DMSO 0%, oxytocin 100%. activation, % at 3 µM. 320,000 compounds, 0.32% hits. AID 2435;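 active = activation above the mean of all tested compounds plus 3 SD, cutoff set per screening run, cut at about 20% in these data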;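 note: peak over basal fluorescence ratio from a 100 s FLIPR kinetic read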
Starred values were filed as active, the others as inactive; / = no result given.

A first look:
Values run as follows: NALP1 inh | V1aR counter | MEKK2wt PB1 HTS | MEKK2 mut-MEK5 | PfM18AAP inh | OXTR potentiate | GalR3 antagonist | GPR7 antag | OXTR ag
COc1ccccc1C(=O)NC(=O)COC(=O)Cc1ccc(F)cc1
→ / | 1.1 | / | / | / | -6.2 | -5.4 | / | 1.7
O=C(OCn1nnc2ccccc2c1=O)c1cc(-c2ccccc2)nc2ccccc12
→ / | -0.2 | 96.0 | -1.0 | 3.2 | -8.4 | 1.1 | 0.8 | -0.7
CC(C)CNS(=O)(=O)c1ccc(CCC(=O)Nc2cc(Cl)ccc2Oc2ccccc2)cc1
→ -3.0 | 2.9 | 109.0 | 7.0 | -14.0 | -12.1 | 0.0 | -8.7 | -0.2
CCN(CC)C(=O)c1ccccc1NC(=O)c1ccccc1C
→ 7.2 | 0.3 | 109.0 | 5.0 | -1.4 | -16.5 | 3.0 | -15.3 | 0.7
O=C(CSc1nc2c(cnn2-c2ccccc2)c(=O)[nH]1)N1CCCCC1
→ -6.8 | 0.2 | 104.0 | 8.0 | 3.8 | -4.1 | -3.2 | -6.3 | 0.1

Results, previewed entries included:
Values run as follows: NALP1 inh | V1aR counter | MEKK2wt PB1 HTS | MEKK2 mut-MEK5 | PfM18AAP inh | OXTR potentiate | GalR3 antagonist | GPR7 antag | OXTR ag
COc1ccccc1C(=O)NC(=O)COC(=O)Cc1ccc(F)cc1
→ / | 1.1 | / | / | / | -6.2 | -5.4 | / | 1.7
O=C(OCn1nnc2ccccc2c1=O)c1cc(-c2ccccc2)nc2ccccc12
→ / | -0.2 | 96.0 | -1.0 | 3.2 | -8.4 | 1.1 | 0.8 | -0.7
CC(C)CNS(=O)(=O)c1ccc(CCC(=O)Nc2cc(Cl)ccc2Oc2ccccc2)cc1
→ -3.0 | 2.9 | 109.0 | 7.0 | -14.0 | -12.1 | 0.0 | -8.7 | -0.2
CCN(CC)C(=O)c1ccccc1NC(=O)c1ccccc1C
→ 7.2 | 0.3 | 109.0 | 5.0 | -1.4 | -16.5 | 3.0 | -15.3 | 0.7
O=C(CSc1nc2c(cnn2-c2ccccc2)c(=O)[nH]1)N1CCCCC1
→ -6.8 | 0.2 | 104.0 | 8.0 | 3.8 | -4.1 | -3.2 | -6.3 | 0.1
COc1cnn(-c2ccc(C)cc2)c(=O)c1Cl
→ -12.8 | 0.4 | 98.0 | -43.0 | -1.8 | -6.2 | -7.1 | -11.7 | 0.0
CC(=O)N1[C@H](Cc2ccccc2)C=C[C@]1(C)C(=O)NCCN1CCOCC1
→ -18.9 | 0.1 | 97.0 | -4.0 | -5.3 | -3.8 | -1.5 | 1.1 | 0.0
CN1CCC(C2(O)c3ccccc3CCc3ccccc32)CC1
→ 22.9 | 1.4 | 102.0 | -2.0 | -2.1 | -6.2 | -2.4 | -10.6 | 2.7
CCOc1cc2[nH]c(=O)n(CCC(=O)NCCc3ccccc3)c(=O)c2cc1OCC
→ -9.0 | 0.0 | 99.0 | 1.0 | -1.0 | -2.5 | 1.1 | -5.9 | 0.3
NS(=O)(=O)c1cc(C(=O)OCC(=O)Nc2ccc3c(c2)OCO3)ccc1Cl
→ / | 0.0 | / | / | / | 1.9 | -3.8 | / | -0.6
O=C(c1ccc(Cl)cc1)C1CCCN(Cc2ccc(Oc3ncccn3)cc2)C1 (configuration not stated)
→ 14.4 | 3.0 | 114.0 | 13.0 | 1.3 | -5.1 | -3.7 | -5.5 | 2.9
COc1ccc(OCc2nc(-c3ccc(F)c(F)c3)cs2)cc1
→ 6.8 | 0.0 | 94.0 | -20.0 | -2.6 | -2.8 | -6.2 | -2.6 | -1.8
COc1ccc(N(CC(O)Cn2c(C)nc3ccccc32)S(=O)(=O)c2ccc(C)cc2)cc1 (configuration not stated)
→ 31.2 | 2.3 | 102.0 | 1.0 | -3.2 | -8.7 | 1.5 | -3.8 | 0.3
COC(=O)c1cccc(NC(=O)C2COc3ccccc3O2)c1C (configuration not stated)
→ -7.7 | 0.3 | 103.0 | 0.0 | / | -12.8 | 0.1 | / | -1.0
COc1ccc2c(c1)[nH]c1c(=O)n(CCN3CCOCC3)cnc12
→ -7.7 | -0.3 | 86.0 | -14.0 | 17.6 | -4.2 | -3.4 | -3.4 | 2.6
O=C1CC(N2CCOCC2)C(=O)N1c1ccc2c(c1)OCO2 (configuration not stated)
→ 18.9 | 2.2 | 105.0 | 2.0 | 0.2 | -9.3 | 5.0 | -9.7 | 0.1
CCn1c(SCC(=O)N2CCCC2)nc2c(c1=O)SCC2
→ 15.3 | 0.6 | 105.0 | 5.0 | -6.6 | 1.6 | -2.2 | -2.0 | 0.1
COc1ccc(NC(=O)CC(C)c2ccccc2)cc1S(=O)(=O)N1CCOCC1 (configuration not stated)
→ / | 3.0 | / | / | / | -4.1 | 0.6 | / | 1.4
O=C(NCC(c1ccco1)N1CCCC1)c1cccc(NS(=O)(=O)c2ccccc2)c1 (configuration not stated)
→ / | 0.8 | / | / | / | -2.5 | 1.1 | / | 0.1
COc1ccc(OCC(O)COc2ccc(OC)cc2)cc1
→ 4.3 | 3.6 | 104.0 | 19.0 | -5.6 | -0.7 | -3.6 | -1.2 | 1.6
CC(=O)N/N=C(/C)c1ccc(NC(=O)c2csc(C)c2C)cc1
→ 8.3 | -0.2 | 97.0 | 6.0 | -0.8 | -0.4 | -2.9 | -9.1 | 0.2
COc1ccc(NC(=O)CSc2nc(C(C)C)nc3c2c(=O)n(C)c(=O)n3C)c(OC)c1
→ 18.3 | -0.3 | 110.0 | 5.0 | -10.1 | -4.0 | 0.8 | -1.5 | -0.2
CCOc1ccccc1CNCCNCC(C)O (configuration not stated)
→ -6.5 | 0.8 | 106.0 | 7.0 | 0.9 | -0.7 | -0.5 | -13.3 | 0.3
Cc1cc2cc(C=C(C#N)C#N)c(Cl)nc2cc1C
→ 60.5* | 8.0 | 97.0 | -1.0 | 3.4 | -1.3 | -4.7 | 1.5 | 8.6
CCOC(=O)c1cc(C)sc1N1C(=O)C2C3C=CC(C3)C2C1=O (configuration not stated)
→ -0.7 | -1.1 | 93.0 | -3.0 | -2.5 | 1.2 | -2.6 | 4.5 | -1.0
Fc1ccc(NC(=S)N2CCN(C/C=C/c3ccccc3)CC2)c(F)c1
→ 22.8 | 5.5 | 68.0 | -12.0 | -10.1 | -13.8 | -8.2 | -12.4 | 5.5
CCOC(=O)N(C)S(=O)(=O)c1ccccc1[N+](=O)[O-]
→ -3.0 | -0.3 | 100.0 | -2.0 | 2.2 | 10.6 | -1.8 | -2.3 | 0.8
Cc1ccccc1C(=O)OC1OC(=O)C(Cl)=C1Nc1ccccc1 (configuration not stated)
→ 19.2 | -0.1 | 97.0 | -4.0 | 1.9 | -7.1 | 1.7 | 0.0 | -1.7
COc1ccc(C2C(C(=O)O)CCC(=O)N2c2ccc(OC)cc2)cc1 (configuration not stated)
→ -9.2 | -0.5 | 91.0 | -6.0 | -1.4 | 0.0 | -5.6 | -1.6 | -1.2
COc1ccc(CCNC(=O)c2cc(-c3ccc(C)c(C)c3O)n[nH]2)cc1OC
→ -0.2 | 2.0 | 106.0 | 3.0 | 2.4 | -32.7 | -2.8 | 0.6 | 5.3

Other records:
Values run as follows: NALP1 inh | V1aR counter | MEKK2wt PB1 HTS | MEKK2 mut-MEK5 | PfM18AAP inh | OXTR potentiate | GalR3 antagonist | GPR7 antag | OXTR ag
C=CC[C@@H](CC(=O)OC(C)(C)C)C(=O)OC[C@H]1CCCN1C(=O)[C@@H](CC=C)CC(=O)N[C@H](CO)Cc1ccccc1
→ / | -0.1 | / | / | / | -6.1 | -5.4 | / | -1.7
CN1CCN(c2ccc(NC(=O)c3cc([N+](=O)[O-])ccc3N3CCOCC3)cc2)CC1
→ 19.7 | -0.1 | 99.0 | -2.0 | -10.3 | -4.1 | 2.0 | 1.4 | -0.4
COc1cc(NC(=O)Cc2ccc(OC)c(S(=O)(=O)N3CCOCC3)c2)c(OC)cc1Cl
→ 11.0 | 5.3 | 109.0 | 8.0 | 2.2 | -2.2 | -2.1 | -21.1 | 1.3
N=C1C(c2nc(-c3ccc(F)cc3)cs2)=C(O)CN1Cc1ccc(Cl)cc1
→ 3.2 | -0.9 | 87.0 | -7.0 | 3.5 | -0.2 | -4.8 | -7.3 | -0.5
O=C(COc1ccccc1Br)NCCc1nc2ccccc2[nH]1
→ 36.3 | 3.3 | 110.0 | -1.0 | 0.1 | -9.2 | 1.8 | -10.3 | 1.6
NS(=O)(=O)c1ccc(NC(=O)Nc2ccc(Cl)cc2)cc1
→ -2.1 | 4.8 | 105.0 | 0.0 | 3.5 | -3.6 | -7.4 | 2.2 | 3.3
COc1ccccc1N(C)S(=O)(=O)c1ccc(Cl)c(C(=O)OCc2c(C)noc2C)c1
→ -0.6 | 4.6 | 99.0 | 3.0 | 2.6 | -7.3 | -4.4 | -3.5 | -0.1
O=C(C[n+]1ccc2c(c1)nnn2-c1ccccc1)c1ccc(Cl)cc1
→ 2.8 | -1.5 | 99.0 | 0.0 | 0.0 | -4.5 | -1.3 | -3.7 | -0.8
COc1ccc(CNC(=O)Cc2nn(C)c(=O)c3ccccc23)cc1
→ 8.5 | 11.2 | 108.0 | 10.0 | -3.9 | -19.0 | 33.7* | 1.0 | 14.8
O=C(c1ccccc1)c1ccc(OCC(O)CNCc2cccc(Cl)c2)cc1 (configuration not stated)
→ 11.4 | / | 128.0 | 6.0 | 5.0 | / | -5.9 | 21.6 | /
CNC(=O)CSc1nnc(NC(=O)C2CC(=O)N(c3ccccc3OC)C2)s1 (configuration not stated)
→ 8.1 | 0.6 | 103.0 | 4.0 | 1.9 | -3.0 | -1.9 | -12.5 | 1.1
COc1ccc(OC)c(Nc2nc(NCc3ccco3)nc(N)c2[N+](=O)[O-])c1
→ / | -0.5 | 73.0 | -16.0 | -0.5 | 6.7 | -1.6 | -4.7 | -2.1
O=C(N/N=C/c1c[nH]c2ccccc12)c1ccc([N+](=O)[O-])cc1Cl
→ 4.3 | 3.4 | 99.0 | 1.0 | 10.1 | -1.9 | / | 32.2 | 5.4
CCN1CCN(C(=O)c2ccc3c(c2)N(Cc2ccccc2)C(=O)c2ccccc2S3(=O)=O)CC1
→ 15.5 | 1.2 | 101.0 | 3.0 | -5.1 | -0.2 | / | -5.7 | 1.3

Sorted by length of the SMILES (falling): 4 of the compounds above
Values run as follows: NALP1 inh | V1aR counter | MEKK2wt PB1 HTS | MEKK2 mut-MEK5 | PfM18AAP inh | OXTR potentiate | GalR3 antagonist | GPR7 antag | OXTR ag
C=CC[C@@H](CC(=O)OC(C)(C)C)C(=O)OC[C@H]1CCCN1C(=O)[C@@H](CC=C)CC(=O)N[C@H](CO)Cc1ccccc1
→ / | -0.1 | / | / | / | -6.1 | -5.4 | / | -1.7
COc1cc(NC(=O)Cc2ccc(OC)c(S(=O)(=O)N3CCOCC3)c2)c(OC)cc1Cl
→ 11.0 | 5.3 | 109.0 | 8.0 | 2.2 | -2.2 | -2.1 | -21.1 | 1.3
COc1ccc(OC)c(Nc2nc(NCc3ccco3)nc(N)c2[N+](=O)[O-])c1
→ / | -0.5 | 73.0 | -16.0 | -0.5 | 6.7 | -1.6 | -4.7 | -2.1
N=C1C(c2nc(-c3ccc(F)cc3)cs2)=C(O)CN1Cc1ccc(Cl)cc1
→ 3.2 | -0.9 | 87.0 | -7.0 | 3.5 | -0.2 | -4.8 | -7.3 | -0.5

Screening data from PubChem.

Rows were taken by chance; 4.1% or so of the library scored in one or more.
